Sm TGR inh – qHTS Assay for the Inhibitors of Schistosoma Mansoni Peroxiredoxins. Schistosoma mansoni thioredoxin glutathione reductase (TGR), Q962Y6. purified TGR, DTNB reduction, TNB absorbance 405 nm. Potency, µM (highest dose often 114 µM), inactives show at the top dose activity change, negative = inhibition, actives largely listed as inhibitors. actives 3% (n = 360,000). AID 485364, 2010; further: nearly all actives have a fitted effect of over 60% in size
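TGR 20 nM + NADPH 100 uM (dispensed conc.), cpd preinc 15 min RT; start with NADPH (500 uM addition) then DTNB (15 mM addition). Kinetic TNB absorbance, 405 nm filter. Four-parameter Hill fit across titration.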
Tb PYK inh – qHTS of Trypanosoma Brucei Inhibitors. pyruvate kinase (Trypanosoma brucei), Q57TT1. AID 624173, 2012. TbPYK enzyme, Kinase-Glo Plus ATP luminescence, 45 min. actives 0.12% (n = 410,000). Potency, µM (highest dose often 76.8 µM), for the others: at the highest dose activity, negative = inhibition, actives largely listed as inhibitors; further: nearly all actives have a fitted effect of over 50% in size
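Enzyme and substrate buffer are dispensed first and compound is pin-transferred. ADP at 130 uM final then starts the reaction, which runs 45 min at room temperature. Detection reagent is added for 10 min before luminescence is imaged.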
Active calls of the source: *; ? = inconclusive; [ ] = dose if it differs, or a comment. The call rests on the fitted dose curve; in most records, active means well fitted curve in the direction sought with a large enough effect; inconclusive means small, poorly fitted or top-dose-only effect, or another doubt; inactive means no such curve, though single readings can be large; an effect the other way counts as inactive or inconclusive. On the % scale 0 is the no-effect control and ±100 the full control effect; potency means the concentration at half of the fitted maximal effect. A portion of the library; count on the stated rates, not on these rows.

Start of the data: the first 4 records as a preview:
SMILES	Sm TGR inh	Tb PYK inh
Cc1nn(Cc2noc(C(=O)NC(C)c3ccccc3)n2)c(C)c1Br (stereo unspecified)	-7%	-8%
Cc1ccc(NC(=O)CS(=O)(=O)c2nc(-c3ccc(C)cc3)cn2-c2ccc(C)cc2)cc1	11%	4%
Cc1ccc(-n2ncc(C(=O)NCCN3CCN(C)CC3)c2C2CCN(C(=O)OC(C)(C)C)CC2)cc1C	24%	-2%[15.4 µM]
CCOC(=O)c1oc2c(c1C)-c1nn(Cc3ccccc3Cl)cc1CC2	-2%	-5%

Results, from the first entry:
SMILES	Sm TGR inh	Tb PYK inh
Cc1nn(Cc2noc(C(=O)NC(C)c3ccccc3)n2)c(C)c1Br (stereo unspecified)	-7%	-8%
Cc1ccc(NC(=O)CS(=O)(=O)c2nc(-c3ccc(C)cc3)cn2-c2ccc(C)cc2)cc1	11%	4%
Cc1ccc(-n2ncc(C(=O)NCCN3CCN(C)CC3)c2C2CCN(C(=O)OC(C)(C)C)CC2)cc1C	24%	-2%[15.4 µM]
CCOC(=O)c1oc2c(c1C)-c1nn(Cc3ccccc3Cl)cc1CC2	-2%	-5%
CCCCN(CCCC)S(=O)(=O)c1ccc(NC(=O)c2c(-c3ccccc3)noc2C)cc1	2%	-10%
Cc1ccc2nc(COc3cccc(NC(=O)c4cccc(Cl)c4)c3)cc(=O)n2c1	8%	-2%
COc1cc(OC)c(N(C)C(=O)c2cn(C3CCCC3)c(=O)c3c2c2ccccc2n3C)cc1Cl	-12%	0%
COc1cc([N+](=O)[O-])ccc1NC(=O)N1CCC2(CC1)Nc1ccccc1-n1cccc12	-3%	-2%
COc1cccc(-n2c(-c3ccccc3F)nc3c(cnn3-c3ccc(C)cc3)c2=O)c1	-12%	0%
Cc1nc2c(-c3ccccc3)c(C)nn2c(C)c1CCC(=O)NCc1ccc(Cl)cc1	2%	-1%
Cc1ccc(CNC(=O)Cn2c(=O)n(-c3ccccc3)c(=O)c3c2c2cc(C)ccc2n3C)cc1	-4%	-5%
Cc1ccc(Cl)cc1NC(=O)Cn1cc(S(=O)(=O)Cc2ccccc2Cl)c2ccccc21	0%	3%[15.4 µM]
CCC(C)NC(=O)c1ccc2c(c1)nc1n2CCCCC1 (stereo unspecified)	-1%	-4%
Cc1cc(C)cc(NC(=O)CCS(=O)(=O)c2ccc3nc(C)sc3c2)c1	-4%	-7%
CCc1nnc2c(Nc3ccc(Br)c(C)c3)nc3ccccc3n12	5%	1%
Cc1c(Cl)cccc1-c1ccc(/C=C(\C#N)c2nc3ccccc3[nH]2)o1	2%	1%
COc1ccccc1Cn1cc(C(=O)c2ccc(C)cc2)c(=O)c2cc3c(cc21)OCCO3	0%	-6%
Cc1cccc(OC(C)C(=O)NCC2(N(C)C)CCCCC2)c1C (stereo unspecified)	5%	9%
CCc1ccc(-n2nc(C)c3c(C)cc(=O)n(CC(=O)Nc4ccc(C)c(F)c4)c32)cc1	6%	1%
Cc1cccc2cc(-c3nc(-c4cccs4)no3)c(=O)oc12	1%	1%
Cc1cccc(-c2nc(SCC(=O)N3CCc4ccccc43)c3c(=O)n(C)c(=O)n(C)c3n2)c1	1%	1%
O=c1n(Cc2ccccc2)nc2n1-c1ccccc1OC2	-6%	-7%
COc1ccc(Cl)cc1NC(=O)c1sc2nc3n(c(=O)c2c1C)CCC3	-2%	0%
Cc1ccc(CSC2=Nc3ccccc3C3=NC(CCC(=O)NCc4cccs4)C(=O)N23)cc1 (stereo unspecified)	0%	-6%
Cn1c(=O)c2c(-c3ccc(Cl)cc3)ccnc2n(C)c1=O	41%[activator]	-8%
COc1ccc(Cn2ccc3nc(C)c(C(=O)N4CCN(c5ccccc5OC)CC4)cc3c2=O)cc1	0%	-4%
Cc1oc2ncn(CC(C)C)c(=O)c2c1C(=O)N(Cc1ccccc1)C(C)C	-3%	5%
COc1ccc(OC)c(NC(=O)CSC2=Nc3ccccc3C3=NC(CCC(=O)NCc4ccccc4)C(=O)N23)c1 (stereo unspecified)	1%	-1%
CCN(CC)C(=O)C1=C(C)Nc2nc3ccccc3n2C1c1ccc(Br)cc1 (stereo unspecified)	-4%	0%
Cn1ncc2c(N3CCN(c4ccccc4Cl)CC3)ncnc21	1%	3%
CCCCN(c1ccccc1)c1ncnc2c1cnn2-c1cccc(C)c1	-11%	-1%
COc1cccc2[nH]c(C(=O)NCc3ccc4c(c3)CCN4C(=O)c3ccc(F)cc3)cc12	-5%	0%
Cc1ccc(NC(=O)CN2CCSc3ccc(S(=O)(=O)N4CCCC4)cc32)cc1C	9%	0%
O=C(NC1CCCC1)c1ccc2c(=O)n(Cc3ccccc3)c(SCc3ccccc3)nc2c1	0%	1%
COc1ccc(CNC(=O)c2ccc3c(c2)NC(=O)C(CS(=O)(=O)Cc2ccccc2Cl)N3)cc1 (stereo unspecified)	-19%	-8%
CC(=O)Nc1ccc(NC(=O)c2oc3ccc4c(c3c2C)C(=O)CC(C)(C)O4)cc1	-10%	-1%
Cc1c(C(=O)N2CCCC2)oc2c1-c1nn(CC(=O)NCc3ccc(OC(C)C)cc3)cc1CC2	-10%	-5%
Cc1ccc(NC(=O)N2CCc3cc(S(=O)(=O)N4CCC(C)CC4)ccc32)cc1F	-1%	3%
CN(Cc1ccccc1)C(=O)C1CCN(S(=O)(=O)c2ccc3c(c2)oc(=O)n3C)CC1	-2%	-10%
COc1cc(NC(=O)CN(C)S(=O)(=O)c2ccc3[nH]c4c(c3c2)CCCC4)cc(OC)c1OC	6%	1%
CCOCCCN1C(=O)c2ccccc2CC1(C)C(=O)NC1CCCCC1 (stereo unspecified)	8%	2%
Cc1ccc(-n2ncc3c(NC(C)c4ccccc4)ncnc32)cc1 (stereo unspecified)	5%	1%
CCc1nn(CC(=O)N2CCN(c3cccc(C)c3)C(C)C2)c(=O)c2cc3sccc3n12 (stereo unspecified)	25%	10%
CC1CCCN(Cc2nc3c(c(=O)n(C)c(=O)n3C)n2Cc2ccc(Cl)cc2Cl)C1 (stereo unspecified)	-6%	-5%
CCOc1ccc(CCNC(=O)c2cc3sc(CC)cc3n2C)cc1OCC	9%	2%
COc1ccccc1CNC(=O)C(NS(=O)(=O)c1cccs1)C(C)C (stereo unspecified)	6%	-1%
COc1ccc(C2C=C(c3ccccc3)Nc3nc(NC(=O)/C=C/c4ccc(F)cc4)nn32)cc1 (stereo unspecified)	0%	0%
Cc1ccc2c(c1)c1c(c(=O)n(-c3ccccc3C)c(=O)n1Cc1ccccc1F)n2C	19%	0%

Profiles, looked up by structure:
CN(Cc1ccccc1)C(=O)C1CCN(S(=O)(=O)c2ccc3c(c2)oc(=O)n3C)CC1 is entered as Sm TGR inh = -2%; Tb PYK inh = -10%
CCc1nn(CC(=O)N2CCN(c3cccc(C)c3)C(C)C2)c(=O)c2cc3sccc3n12 (stereo unspecified) is entered as Sm TGR inh = 25%; Tb PYK inh = 10%
CCOc1ccc(CCNC(=O)c2cc3sc(CC)cc3n2C)cc1OCC is entered as Sm TGR inh = 9%; Tb PYK inh = 2%

Part of the list above, with two lines to a compound:
Values run as follows: Sm TGR inh	Tb PYK inh
CC1CCCN(Cc2nc3c(c(=O)n(C)c(=O)n3C)n2Cc2ccc(Cl)cc2Cl)C1 (stereo unspecified)
→ -6%	-5%
CCOc1ccc(CCNC(=O)c2cc3sc(CC)cc3n2C)cc1OCC
→ 9%	2%

(list continues)
SMILES	Sm TGR inh	Tb PYK inh
COc1cccc(C(=O)Nc2cccc(C(=O)OCc3cc(=O)n4nc(C(C)C)sc4n3)c2)c1	-13%	0%
Cc1ccc(CNC(=O)C(=O)NCC(c2cccs2)S(=O)(=O)c2cccs2)cc1 (stereo unspecified)	22µM*	1%
Cc1oc2ncn(CC(C)C)c(=O)c2c1C(=O)NCCCN(C)Cc1ccccc1	11%	1%
CCOc1ccccc1NC(=O)C1=C(C)Nc2ncnn2C1c1ccc(NC(C)=O)cc1 (stereo unspecified)	0%	-1%
CCc1ccccc1NC(=O)Nc1cc(C(=O)NCc2ccc(OC)cc2)ccc1N1CCCC1	-3%	9%
CCCC(=O)Nc1cc2nn(-c3ccccc3)nc2cc1C	-1%	1%
CCOC(=O)COc1ccc([N+](=O)[O-])cc1-c1ccnc2cc(-c3ccc(C)cc3)nn12	3%	-2%
CCN(CC)CCn1c(-c2ccccc2)csc1=Nc1ccccc1	1%	2%
O=C(CSc1nc2c(oc3ccccc32)c(=O)n1-c1ccccc1F)Nc1ccccc1	4%	8%
CCCCc1nn2c(=O)cc(COC(=O)c3ccccc3NC(=O)C3CCCCC3)nc2s1	1%	4%
COc1ccc(C(=O)/C=C/c2cn(CC(O)CN3CCCCCC3)c3ccccc23)cc1OC (stereo unspecified)	-28%	-2%
Cc1ccc(C)c(NC(=O)C(NS(=O)(=O)c2ccc3c(c2)CCC(=O)N3)c2ccccc2)c1 (stereo unspecified)	10%	1%
CCCCC(=O)Nc1ccc(OCc2cc(=O)n3ccc(C)cc3n2)cc1	4%	-6%
CCC(=O)Nc1cc(-c2cn3cccnc3n2)ccc1OC	17%	-1%
COc1ccccc1C1=NS(=O)(=O)N(C)C(C(=O)Nc2cc(OC)c(OC)c(OC)c2)=C1	-2%	-12%
CN(C)CCn1c2c(c(SCC(=O)Nc3ccc(F)cc3F)nc1=O)CCC2	12%	1%
CC1=C(C(N)=O)C(c2ccc(C(C)C)cc2)n2nc(SCc3ccccc3F)nc2N1 (stereo unspecified)	-1%	3%
COc1ccc(-c2nc(CN3C(=O)CN=C(c4ccccc4)c4ccccc43)c(C)o2)cc1OC	-16%	0%
CC(=O)c1ccc(N2CCN(C(=O)Nc3cn(CC(C)C)c(=O)c4ccccc34)CC2)cc1	-7%	-4%
Cn1cc(S(=O)(=O)c2ccc(Cl)cc2)c(=O)c2cc(F)c(N3CCCC3)cc21	2%	2%
COc1ccc(C2=C(C)C(N3CCC(C(=O)NCc4ccco4)CC3)=NS2(=O)=O)cc1	-27%	-10%
CNC(=O)c1ccc2nc(CCc3ccccc3)oc2c1	6%	-4%
Cc1ccc(NC(=O)c2nc(S(C)(=O)=O)ncc2N(Cc2ccco2)Cc2ccco2)cc1C	-1%	-4%
COc1cccc(Nc2sc(C(=O)c3ccc(Cl)cc3)c(N)c2C(=O)NCCc2ccc(OC)c(OC)c2)c1	-23%	-15%
CCOc1cc(C2C(C(=O)OC)=C(C)NC3=C2C(=O)c2ccccc23)ccc1OC (stereo unspecified)	8%	4%
Cc1c(Cl)cccc1-n1c(SCC(=O)NCc2ccccc2)nc2n[nH]c(C)c2c1=N	-4%	-3%
COCCCNC(=O)C1CCN(c2nn3cc(-c4ccc(F)cc4)nc3s2)CC1	-4%	5%[15.4 µM]
COc1ccc(NC(=O)C2=C(C)Nc3nc(SCc4ccccc4)nn3C2c2cc(OC)ccc2OC)cc1 (stereo unspecified)	?	-6%
O=C(Nc1nnc(S(=O)(=O)N2CCCc3ccccc32)s1)c1cccc(Cl)c1	9%	-2%
Cc1cnc2c(c1SCC(=O)Nc1ccc(F)cc1F)c(=O)n(C)c(=O)n2C	0%	2%
CSc1cccc(NC(=O)Cn2ncn3c(cc4ccccc43)c2=O)c1	1%	0%
COc1cccc(-c2ccc3c(N)c(C(=O)Nc4ccc(Cl)cc4F)sc3n2)c1	-2%	1%
CCOC(=O)c1c(Oc2ccc(C(=O)OC)cc2)nnc(-c2ccccc2)c1-c1ccccc1	3%	-5%
Cc1nn(S(=O)(=O)c2ccc(Br)cc2)c(C)c1S(=O)(=O)N1CCCCCC1	48%[activator]	-6%
COc1ccccc1CNC(=O)CS(=O)(=O)Cc1nc(-c2ccccc2C)oc1C	-35%	0%
Cc1ccc(-c2noc(-c3ccccc3NC(=O)C3CC(=O)N(c4ccccc4C)C3)n2)cc1 (stereo unspecified)	7%	2%
COc1cc(OC)c(NC(=O)Cn2c(SCc3ccccc3F)nc3cccnc32)cc1Cl	2%	-4%
CCCCNC(=O)CN1C(=O)c2cccnc2Sc2ccccc21	-1%	7%
COc1ccc(C2=C(C)C(=NCCCN3CCN(c4cc(Cl)ccc4C)CC3)NS2(=O)=O)cc1	1%	-15%
Cc1cccc(N2CCN(C(=O)c3cc4c(=O)oc5ccccc5c4s3)CC2C)c1 (stereo unspecified)	4%	5%
Cc1ccccc1CNC(=O)C1CCN(S(=O)(=O)Cc2ccccc2)CC1	-5%	-1%
O=C(NCC(c1ccc2c(c1)OCO2)N1CCOCC1)c1ccccc1F (stereo unspecified)	-14%	-7%
COC(=O)c1ccccc1NC(=O)CN(c1ccc(Cl)cc1)S(=O)(=O)c1ccc(OC)cc1	-1%	-11%
Cc1ccc(N2CCN(C(=O)c3cc4cc5ccc(C)cc5nc4s3)CC2C)cc1 (stereo unspecified)	0%	-4%
O=C(NCc1cccc(Cl)c1)c1oc(=O)c2ccccc2c1-c1ccccc1	0%	-5%
COc1ccc(S(=O)(=O)N(CCc2ccccc2)CC(=O)NCc2ccccc2)cc1	14%	-4%
CCN1CCN(C(c2ccccc2Cl)c2c(O)cc(C)n(CCOC)c2=O)CC1 (stereo unspecified)	3.5µM*	9%
CCc1ccc(NC(=O)CSc2nc3c(c(=O)[nH]2)CN(Cc2ccc(C)cc2)CC3)cc1	5%	2%
CCc1ccc(-n2c(N3CCN(c4ccc(F)cc4)CC3)nc3ccccc3c2=O)cc1	5%	4%
